NOD1 inhibition: inhibition of NOD1-driven NF-kB reporter – cell-based, luminescence, uHTS, primary screen (AID 1578); NOD1-driven NF-kB luciferase reporter cells, luminescence; higher % means a stronger effect; one-dose inhibition, % at 4 µM; EC50 in µM for titrated hits; 290,000 compounds, 1% hits; in the data active = inhibition mostly above about 36%, no sharp cut-off; inactive = mostly below about 34%;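 also: HEK-293T reporter cells stimulated with the NOD1 agonist gamma-tri-DAP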
GPR55 beta-arrestin: selective activators of receptor GPR55 – imaging, U2OS cells, beta-arrestin-GFP redistribution, primary screen (AID 1961). U2OS GPR55 beta-arrestin-GFP redistribution imaging; higher % means a stronger effect. 290,000 compounds, 0.048% hits. one-dose activation, % at 10 µM; EC50 in µM for titrated hits;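 active = activation above 40% with more than 50 cells counted in the well; inconclusive = wells holding fewer than 50 cells, flagged as toxic or sparse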;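 also: U2OS osteosarcoma cells stably expressing GPR55 and beta-arrestin-GFP; plate controls were DMSO negative control for no effect and LPI positive control for full effect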
NTR1 ag: NTR1-driven beta-arrestin-GFP spot formation – imaging, U2OS cells, high content, primary screen (AID 493036) | agonist mode | activation, % at 20 µM | 330,000 compounds, 0.17% hits;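 active = activation at or above 40% of the spot to cytoplasm intensity ratio, with at least 20 cells analyzed; inconclusive = wells under 20 cells, flagged as cytotoxic or low count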;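 also: 0% = DMSO without peptide and 100% = 100 nM NTR1 peptide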
Target sequence (P30989 whole entry, looked up): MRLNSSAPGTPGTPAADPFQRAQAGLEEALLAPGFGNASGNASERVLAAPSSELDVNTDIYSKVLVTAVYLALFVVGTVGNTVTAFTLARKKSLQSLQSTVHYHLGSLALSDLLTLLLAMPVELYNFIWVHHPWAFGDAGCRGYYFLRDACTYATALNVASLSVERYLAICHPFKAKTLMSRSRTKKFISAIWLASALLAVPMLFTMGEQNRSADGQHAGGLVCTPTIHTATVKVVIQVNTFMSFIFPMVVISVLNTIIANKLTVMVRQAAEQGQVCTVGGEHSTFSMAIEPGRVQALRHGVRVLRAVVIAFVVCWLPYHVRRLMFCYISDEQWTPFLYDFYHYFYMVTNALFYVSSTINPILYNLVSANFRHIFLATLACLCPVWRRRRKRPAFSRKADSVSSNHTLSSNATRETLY
GPR55 LPI antagonism: GPR55 antagonists blocking LPI-driven arrestin recruitment, primary screen, imaging, U2OS, beta-arrestin-GFP, LPI agonist (AID 2013) | U2OS GPR55 beta-arrestin-GFP translocation imaging, LPI antagonism; higher % means a stronger effect | inhibition, % at 10 µM, or IC50 in µM where a hit was titrated | 290,000 compounds, 0.13% hits;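 active = spots per cell inhibited over 60%, with over 100 cells counted and total cytoplasm intensity under 500,000; inconclusive = wells with under 100 cells, flagged as likely toxic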;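 also: U2OS cells stably carrying GPR55 and arrestin-GFP stimulated by 5 µM LPI near EC80; imaged beta-arrestin-GFP aggregate spots per cell after agonist stimulation; plate controls were LPI-stimulated DMSO wells for no effect and DMSO wells without LPI for full effect; some results filed as inactive read as strong as hits; confirmed hits need IC50 under 10 µM and bright autofluorescent wells are also inconclusive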
KOR beta-arrestin-1: kappa opioid receptor activators – cell-based, luminescence, uHTS, primary screen (AID 1777) | activation, % at 10 µM; hits with a dose series show EC50 in µM | KOR beta-arrestin recruitment, luminescence; higher % means a stronger effect | 280,000 compounds, 0.02% hits; in the data active = activation above about 50%, passing the limit was not always enough; also: a part of the inactive calls stands beside numbers as strong as those of hits
KOR beta-arrestin-2: kappa opioid receptor blockers – cell-based, luminescence, uHTS (AID 1778); KOR beta-arrestin recruitment, luminescence, antagonist mode; higher % means a stronger effect; one-dose inhibition, % at 10 µM; IC50 in µM for titrated hits; 290,000 compounds, 0.091% hits; also: strong numbers were not always called active
NOD2 inhibition: inhibition of NOD2-driven NF-kB reporter – cell-based, luminescence, uHTS, HEK293 (AID 1566) | 290,000 compounds, 0.63% hits | inhibition, % at 4 µM; hits with a dose series show EC50 in µM | HEK293 NOD2/NF-kB luciferase reporter, luminescence; higher % means a stronger effect; also: many of its hits are not listed in these tables
Myeloid diff MLP: myeloid differentiation induction; ER-HoxA9 myeloid progenitors, lysozyme-GFP differentiation, flow cytometry; calls only at 10 µM; 360,000 compounds, 1% hits;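 active = normalized GFP-positive differentiation at or above the plate's own cutoff, the solvent-only control mean plus 3 SD; inconclusive = no clear call, values can overlap the other calls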;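 also: cells exposed to compound for four days before flow analysis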
T cell modulator: T cell immune modulation candidate; AID 2052; 2C CD8+ T cell-vesicle binding, flow cytometry; active compounds read low; calls only at 7 µM; 330,000 compounds, 0.068% hits;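 active = response, share of CD8 T cells binding vesicles, and their 90th percentile fluorescence all below set limits, cut at about 80% in these data, passing the limit was not always enough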
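Assay system – 2C mouse CD8+ T cells · Also added – QL9-loaded Drosophila micro-vesicles · Timing – Cell–vesicle co-incubation 1.5 h at 37 °C, staining 20 min on ice · Signal – flow cytometry of vesicle-bound cells · Measure – percent CD8+ FL2 mean versus row control · Controls – Peptide-free naked vesicles (low) and QL9 vesicles with 0.7% DMSO vehicle (high)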
T cell modulator vesicle-bound %: second read-out of T cell modulator, no call of its own (marks repeat the call); double positive events, %; measured here: CD8+ vesicle-bound cell fraction;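 binding gate set so that unloaded-vesicle control wells show 10% double positive cells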
NTR1 ag cell count 20 µM: second read-out of NTR1 ag, no call of its own (marks repeat the call); cell count; measured here: cell count, cytotoxicity flag
Myeloid diff MLP GFP+ MAC1+ %: also measured in Myeloid diff MLP; calls as there; GFP+ MAC1+ double positive, %; measured here: differentiation confirmed by MAC1 staining
The depositor's hits bear a star; i = inactive; ? = inconclusive; / = no result given; [ ] = dose if it differs, or a comment. Rule as the data show it, unless noted: active = inhibition above about 50%; inactive = the rest.

Sequence of screens – NOD1 inhibition	GPR55 beta-arrestin	NTR1 ag	NTR1 ag cell count 20 µM	GPR55 LPI antagonism	KOR beta-arrestin-1	KOR beta-arrestin-2	NOD2 inhibition	Myeloid diff MLP	Myeloid diff MLP GFP+ MAC1+ %	T cell modulator	T cell modulator vesicle-bound %
- COc1ccc(CCNC(=O)C(NS(=O)(=O)c2cccc3nsnc23)C(C)C)cc1OC (configuration not stated)
  -13%	-0.1%	0.2	78	2%	-3.2%	2%	5%	i	0.4	i	13
- Cc1ccc(CNc2ccc(N3CCOCC3)c(C(=O)O)c2)s1
  -4%	0.0%	10	54	23%	-0.8%	15%	13%	i	3.7	i	16
- Cc1cc(C(=O)Nc2ccc3ccccc3c2)c(C)o1
  -84%	-0.1%	3.0	52	-7%	-2.0%	-46%	-211%	i	0.2	i	25
- O=C(NCCNC(=O)c1ccc([N+](=O)[O-])cc1)c1ccncc1
  -40%	-0.6%	-0.4	91	4%	-4.3%	-9%	-6%	i	0.1	i	49
- CCC(=O)Nc1ccccc1C(=O)N1CCCC1
  -11%	-0.1%	-0.8	77	2%	1.3%	-7%	14%	i	0.4	i	56
- CSc1ccc(OCC(=O)Nc2ccc(N3CCOCC3)c(Cl)c2)cc1
  -2%	0.4%	2.7	80	6%	0.7%	14%	30%	i	2.6	/	/
- CCCCNC(=O)N1CCN(c2ccccc2OC)CC1
  -18%	0.3%	-0.4	83	3%	-2.6%	-20%	34%	i	1.0	i	54
- CCOc1ccccc1N(C(C)=O)S(=O)(=O)c1ccc(Cl)cc1
  -34%	-0.5%	0.2	34	-2%	1.8%	5%	10%	i	0.1	i	29
- CCOC(=O)N1CCN(C(=O)/C(=C/c2ccc(F)cc2)NC(=O)c2ccccc2)CC1
  -44%	0.0%	1.1	59	-2%	-2.6%	-9%	-12%	i	0.8	i	53
- O=[n+]1cc(-c2ccc(F)cc2)n([O-])c2c1CCC2
  -18%	0.2%	-1.7	48	5%	-3.0%	34%	12%	i	1.5	i	60

Sequence of screens – NOD1 inhibition	GPR55 beta-arrestin	NTR1 ag	NTR1 ag cell count 20 µM	GPR55 LPI antagonism	KOR beta-arrestin-1	KOR beta-arrestin-2	NOD2 inhibition	Myeloid diff MLP	Myeloid diff MLP GFP+ MAC1+ %	T cell modulator	T cell modulator vesicle-bound %
- COc1cc(S(=O)(=O)N2CCCCCC2)ccc1Cl
  -10%	-0.1%	0.5	69	-2%	-1.6%	32%	2%	i	0.6	i	28
- COc1cc2nc(CN3CCN(S(=O)(=O)c4ccc(Cl)cc4)CC3)[nH]c(=O)c2cc1OC
  -39%	-0.1%	0.3	68	-2%	0.4%	-24%	-3%	i	0.9	i	40
- CCc1cccc(C)c1NC(=S)N(Cc1cccnc1)Cc1ccco1
  -13%	-0.4%	-0.2	60	-3%	3.7%	44%	13%	i	0.6	i	12
- CCCc1cc(C(=O)Nc2ccc(Cl)cn2)cs1
  -93%	0.2%	2.0	46	11%	4.5%	-5%	-148%	?	/	i	58
- Cc1cccc(-c2nnc3n2N=C(c2ccccc2)CS3)c1
  -7%	0.8%	1.3	62	3%	-6.0%	23%	13%	i	0.7	i	20
- COc1ccccc1NC(=O)CSc1nnc(-c2ccoc2C)n1CC1CCCO1 (configuration not stated)
  15%	0.3%	-1.3	81	-14%	-2.4%	-5%	25%	i	0.6	i	39
- COc1ccc(C(=O)NCCc2ccccc2)cc1OC
  -74%	0.6%	-0.5	57	-3%	-3.9%	-17%[20 µM]	-47%	i	0.6	i	5
- O=C(NCCCc1ccc(F)cc1)C1CCC(=O)N(CCCN2CCCC2=O)C1 (configuration not stated)
  -18%	-0.2%	2.0	60	-41%	0.9%	-35%	-10%	i	1.3	i	22
- CCN(c1cccc(C)c1)S(=O)(=O)c1cc(CN2C(=O)c3cccnc3C2=O)ccc1OC
  -26%	-0.2%	0.7	56	-5%	2.5%	-4%	2%	i	0.4	i	33
- CNC(=O)c1cc2c(-c3ccccc3)nn(C)c2s1
  4%	-0.1%	0.4	73	-5%	-2.8%	3%	36%	i	0.6	i	24

Sequence of screens – NOD1 inhibition	GPR55 beta-arrestin	NTR1 ag	NTR1 ag cell count 20 µM	GPR55 LPI antagonism	KOR beta-arrestin-1	KOR beta-arrestin-2	NOD2 inhibition	Myeloid diff MLP	Myeloid diff MLP GFP+ MAC1+ %	T cell modulator	T cell modulator vesicle-bound %
- CC(C)c1nnc(NC(=O)c2ccc(N3C(=O)CCC3=O)cc2)s1
  -10%	-0.1%	-0.4	106	6%	-0.6%	-27%	5%	i	2.9	i	11
- CCOC(=O)C1CCN(C(=O)c2ccccc2NS(=O)(=O)c2ccccc2)CC1
  -1%	-0.1%	0.8	69	15%	-1.6%	-5%	-7%	i	0.2	i	45
- COCCNC(=S)Nc1ccc(S(=O)(=O)Nc2cnc3ccccc3n2)cc1
  -47%	0.5%	0.8	35	6%	-0.1%	-5%	5%	i	0.4	i	22
- C=CCNC(=O)c1ccc2c3n(nc2c1)-c1ccc(C)cc1CO3
  -6%	0.5%	3.1	90	0%	-0.3%	12%	-81%	i	0.2	i	35
- CCN(CC(=O)NCc1ccc(Cl)cc1)C(=O)/C=C/c1ccc(Cl)c([N+](=O)[O-])c1
  -19%	0.3%	1.9	68	16%	0.1%	-3%	18%	i	0.0	i	60
- Cc1ccc(-c2nnc(OCc3cccnc3)c3ccccc23)cc1
  -11%	0.3%	1.7	55	9%	0.4%	4%	11%	i	0.2	i	32
- N#Cc1ccccc1CN1C(=O)c2ccccc2S1(=O)=O
  -13%	3.7%	2.0	56	8%	0.9%	-7%	14%	i	0.7	i	54
- COc1cccc(/C=C(/C(=O)OCC(=O)NCC2CCCO2)c2ccccc2)c1 (configuration not stated)
  -19%	-0.3%	4.6	87	-7%	-4.0%	-21%	7%	i	0.1	i	42
- COc1cccc(-c2nnc(SCc3nc4ccccc4s3)n2C)c1
  -21%	-0.2%	1.0	74	-9%	-5.3%	-44%	-10%	i	0.8	i	22
- Cc1ccccc1-c1n[nH]c(=S)n1/N=C/c1ccc(-c2ccccc2Br)o1
  18%	-0.4%	/	/	7%	-0.5%	-1%	-54%	i	0.7	/	/

Sequence of screens – NOD1 inhibition	GPR55 beta-arrestin	NTR1 ag	NTR1 ag cell count 20 µM	GPR55 LPI antagonism	KOR beta-arrestin-1	KOR beta-arrestin-2	NOD2 inhibition	Myeloid diff MLP	Myeloid diff MLP GFP+ MAC1+ %	T cell modulator	T cell modulator vesicle-bound %
- CCOc1ccc(OCC)c(NC(=O)CN(c2ccc(OC)cc2)S(=O)(=O)c2c(C)noc2C)c1
  -32%	0.3%	3.7	67	10%	-2.4%	6%	1%	i	0.7	i	14
- COc1ccc(NC(=O)CN(C)C(=O)Cc2ccsc2)cc1
  -25%	0.0%	-0.1	60	2%	0.3%	-4%	-3%	i	0.0	i	5
- Cc1cc(C(=O)Nc2ccc(N3CCOCC3)c(Cl)c2)c(C)o1
  -10%	0.5%	1.7	40	9%	-2.8%	8%	-67%	i	0.6	i	35
- CCOC(=O)CN1C(=O)/C(=C/c2c(F)cccc2Cl)Oc2ccccc21
  -3%	0.0%	14	86	3%	-4.4%	46%	10%	i	0.4	i	32
- NS(=O)(=O)c1ccc(S(=O)(=O)N2CCN(C3CCCC3)CC2)cc1
  -34%	-0.3%	-0.5	58	-7%	2.8%	-31%	-11%	i	0.4	i	35
- COc1ccccc1CNC(=O)CSc1nnc2c(Cl)cc(C(F)(F)F)cn12
  -19%	-0.3%	-0.2	50	5%	5.5%	-25%	8%	i	0.6	i	46
- O=C(CN(Cc1ccccc1)C(=O)CCC(=O)Nc1ccccn1)NCc1ccco1
  -18%	-0.1%	0.2	60	10%	4.3%	-26%	7%	i	1.2	i	56
- CCNc1ncnc2c1cnn2C
  -12%	0.0%	-0.1	43	11%	-16%	-2%	15%	i	0.6	i	16
- CC(Nc1ccc(Cl)c(Cl)c1)C(=O)NN (configuration not stated)
  -10%	0.3%	0.5	39	0%	9.6%	22%	-6%	i	0.8	i	44
- COc1cc(/C=C2/N=C(c3ccccc3F)OC2=O)cc(Cl)c1OS(C)(=O)=O
  21%	0.0%	4.9	82	-5%	12%	20%	13%	i	0.9	i	42

Sequence of screens – NOD1 inhibition	GPR55 beta-arrestin	NTR1 ag	NTR1 ag cell count 20 µM	GPR55 LPI antagonism	KOR beta-arrestin-1	KOR beta-arrestin-2	NOD2 inhibition	Myeloid diff MLP	Myeloid diff MLP GFP+ MAC1+ %	T cell modulator	T cell modulator vesicle-bound %
- OCCN(Cc1ccccc1)Cc1ccc(C(F)(F)F)cc1
  12%	0.5%	4.0	56	4%	0.3%	19%	15%	i	0.7	i	23
- COCCNC(=O)Cn1ccc2cc(S(=O)(=O)N3CCCCC3)ccc21
  -32%	0.2%	-0.2	62	2%	-5.3%	-51%	12%	i	0.8	i	50
- Nc1ccc(OCC(O)C[n+]2ccc(CCS(=O)(=O)[O-])cc2)cc1 (configuration not stated)
  -29%	0.2%	2.4	44	5%	-1.5%	-17%	7%	i	0.5	i	21
- CSc1ccccc1C(=O)NCCOc1cccc(C)c1
  -36%	-0.1%	1.0	54	7%	-6.5%	9%	-62%	i	0.6	i	53
- COc1ccc(Cl)cc1NC(=S)N(CCN1CCOCC1)C1CCN(C(C)=O)CC1
  -25%	-0.3%	-0.8	66	5%	-1.0%	2%	10%	i	0.3	i	58
- CCCS(=O)(=O)c1c(S(=O)(=O)CCC)c2ccc(C(N)=O)cn2c1C(=O)OC
  -31%	-0.2%	0.1	79	6%	0.5%	-15%	-5%	i	0.1	i	38
- CN(C(=O)COC(=O)c1ccccc1SCC(=O)NC1CCCCCCC1)C1CCS(=O)(=O)C1 (configuration not stated)
  -14%	-0.2%	1.9	48	-13%	8.4%	6%	18%	i	0.3	i	17
- CC(NC(=O)NC(=O)c1ccc(Cl)cc1Cl)C1CC1 (configuration not stated)
  -53%	-0.4%	2.7	48	12%	-0.5%	7%	-23%	/	/	i	29
- O=c1c2ccccc2cnn1-c1nc2ccccc2[nH]1
  100%*	1.0%	/	/	1%	-5.6%	21%	88%*	i	0.1	/	/
- Cc1cccn2c(=O)c(C(=O)NC3CCCCC3)c(O)nc12
  -45%	-0.1%	2.2	41	7%	2.0%	-3%	-15%	i	4.6	i	9

This is a subset (hit frequency here may not be typical).
